HttQ103 aggreg – qHTS Multiplex Assay to Identify Dual Action Probes in a Cell Model of Huntington: Aggregate Formation (GFP); PC12 HttQ103-GFP aggregates, Acumen cytometry, 40 h; Potency, µM (highest dose often 46.1 µM), inactives show at the highest dose activity change, negative = inhibition, usual class: inhibitors; actives 1.1% (n = 220,000); AID 1688, 2009; further: potency means the concentration at half of the fitted maximal effect; on the % scale 0 is the no-effect control and ±100 the full control effect; nearly all actives have a fitted effect of over 60% in size
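PC12 cells stably carrying ecdysone-inducible HTT exon 1 Q103–GFP were induced with tebufenozide (100 nM final) and treated with library compounds in titration. GFP aggregates in lysates were counted by laser scanning cytometry.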
NPSR antagonist – qHTS Assay for Antagonists of the Neuropeptide S Receptor: cAMP Signal Transduction. CHO-NPSR cells, cAMP TR-FRET, antagonist mode. actives 1% (n = 220,000). Potency, µM (series often up to 38.3 µM), for inactives: at the highest dose activity change, negative = inhibition, most hits filed as inhibitors. Q6W5P4; further: potency means the concentration at half of the fitted maximal effect; on the % scale 0 is the no-effect control and ±100 the full control effect; nearly all actives have a fitted effect of over 50% in size; many of its hits are not listed in these tables
Target sequence (Q6W5P4 whole entry, looked up): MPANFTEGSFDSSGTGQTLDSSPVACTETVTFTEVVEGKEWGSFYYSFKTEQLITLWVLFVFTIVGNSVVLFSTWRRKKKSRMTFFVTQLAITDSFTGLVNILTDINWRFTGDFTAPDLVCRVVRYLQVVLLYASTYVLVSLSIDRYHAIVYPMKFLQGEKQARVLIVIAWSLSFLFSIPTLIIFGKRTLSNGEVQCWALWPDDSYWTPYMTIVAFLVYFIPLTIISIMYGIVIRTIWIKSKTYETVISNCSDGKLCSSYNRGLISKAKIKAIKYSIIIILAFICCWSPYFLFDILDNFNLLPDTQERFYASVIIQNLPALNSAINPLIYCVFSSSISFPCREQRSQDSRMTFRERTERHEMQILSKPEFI
Epigenetic reg – Quantitative High-Throughput Screen for Regulators of Epigenetic Control; actives 0.2% (n = 280,000); murine LDR cells, GFP reporter derepression, 30 h; Potency, µM (highest dose often 53.9 µM), without a hit: at the highest dose GFP activation, actives largely listed as activators; further: potency means the concentration at half of the fitted maximal effect; % of control where 0% means no effect; nearly all actives have a fitted effect of over 60% in size
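Readout is the number of GFP-expressing murine LDR cells, counted by cytometry following washing. Cells were treated with compound for 30 h at 37 C; the stably integrated CMV-GFP locus is normally silent.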
CBFb RUNX1 block – qHTS Assay for Compounds Blocking the Interaction Between CBF-beta and RUNX1 for the Treatment of Acute Myeloid Leukemia; Runt-related transcription factor 1 (Homo sapiens) + Core-binding factor subunit beta …; AlphaScreen CBFb-His/RUNX1-biotin binding, biochemical; Potency, µM (top dose mostly 59.8 µM), without a hit: at the top dose activity, negative = inhibition, hits mostly inhibitors; 230,000 tested, under 10 active; further: % of control where 0% means no effect
Target sequence (Q01196 whole entry, looked up): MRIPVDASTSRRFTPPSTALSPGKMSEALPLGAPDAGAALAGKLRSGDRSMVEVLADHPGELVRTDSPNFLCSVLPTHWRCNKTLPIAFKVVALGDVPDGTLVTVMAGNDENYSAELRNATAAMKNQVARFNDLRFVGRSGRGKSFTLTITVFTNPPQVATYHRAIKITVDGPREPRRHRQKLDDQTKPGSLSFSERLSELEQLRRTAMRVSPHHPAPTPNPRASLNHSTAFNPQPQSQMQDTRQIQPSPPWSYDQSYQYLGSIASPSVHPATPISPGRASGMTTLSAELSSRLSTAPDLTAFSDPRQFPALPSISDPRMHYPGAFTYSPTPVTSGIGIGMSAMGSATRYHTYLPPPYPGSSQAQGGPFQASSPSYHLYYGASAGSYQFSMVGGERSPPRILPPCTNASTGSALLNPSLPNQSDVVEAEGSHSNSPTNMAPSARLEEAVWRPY
Target sequence (Q13951 whole entry, looked up): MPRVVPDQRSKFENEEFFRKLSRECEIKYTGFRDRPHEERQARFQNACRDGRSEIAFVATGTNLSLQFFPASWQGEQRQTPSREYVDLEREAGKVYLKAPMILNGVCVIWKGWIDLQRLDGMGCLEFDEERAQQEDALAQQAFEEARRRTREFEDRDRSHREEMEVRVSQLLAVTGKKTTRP
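AlphaScreen binding: CBFb-His and RUNX1-biotin (30 nM each) preincubated 20 min, compound added for 15 min, then nickel and streptavidin beads for 90 min, all at room temperature. Disruption of the interaction by any mechanism counts as activity.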
L3MBTL1 block – qHTS Assay for the Inhibitors of L3MBTL1; Lethal(3)malignant brain tumor-like protein 1 (Homo sapiens), Q9Y468; AlphaScreen L3MBTL1–H3K9me1 peptide binding; Potency, µM (titrated, usually from 57.1 µM), for inactives: at the top dose activity, negative = inhibition, actives largely listed as inhibitors; actives 0.66% (n = 230,000); further: potency means the concentration at half of the fitted maximal effect; on the % scale 0 is the no-effect control and ±100 the full control effect; nearly all actives have a fitted effect of over 60% in size
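AlphaScreen assay: L3MBTL1 (50 nM final) was preincubated 30 min at room temperature with biotinylated H3(1-15)K9me1 peptide (75 nM final), then 30 min with library compounds; streptavidin donor and nickel chelate acceptor beads (10 ug/mL final) added, 30 min dark.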
IMPase Li cell – qHTS Assay for Identifying the Cell-Membrane Permeable IMPase Inhibitors: Potentiation with Lithium; CHO-M1 cells, IP1 TR-FRET (IP-One), carbachol + lithium; Potency, µM (highest dose often 59.4 µM), for inactives: at the highest dose activity, negative = IMPase inhibition, most hits filed as inhibitors; actives 0.35% (n = 210,000);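 further: IP1 builds up when IMPase is blocked and the TR-FRET signal falls; potency means the concentration at half of the fitted maximal effect; plate controls were basal vehicle for no effect and high inhibitor control for full effect; nearly all actives have a fitted effect of over 50% in size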
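Lithium-sensitised IP1 accumulation assay; M1-expressing CHO cells treated 30 min at 37C with compound. Competitive antibody detection by time-resolved FRET followed a 10 min room-temperature lysis step.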
KinaseGlo FLuc – Counterscreen for Luciferase (Kinase-Glo TM) Inhibition; AID 1379, 2008; Potency, µM (top dose mostly 38.3 µM), without a hit: at the highest dose activity change, negative = inhibition, most hits filed as inhibitors; Kinase-Glo luciferase, ATP luminescence, 8 min; Luciferin 4-monooxygenase (Photuris pensylvanica), Q27757; actives 0.28% (n = 200,000); further: potency means the concentration at half of the fitted maximal effect; on the % scale 0 is the no-effect control and ±100 the full control effect; nearly all actives have a fitted effect of over 60% in size
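Luminescence was the read-out, taken after 8-minute incubation at ambient temperature. Luciferase turned over luciferin with 10 uM ATP in imidazole pH 7.2 buffer containing KCl, MgCl2, Tween 20 and BSA.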
* = called active by the depositor; ? = inconclusive; / = not tested or not shown; & = joins results of further samples; [ ] = dose if it differs, or a comment. The call rests on the fitted dose curve; in most records, active means well fitted curve in the direction sought with a large enough effect; inconclusive means small, poorly fitted or top-dose-only effect, or another doubt; inactive means no such curve, though single readings can be large; an effect the other way counts as inactive or inconclusive. Some of the compounds tested. The share of hits here may be higher or lower than overall.

Second line of a record: Epigenetic reg, L3MBTL1 block, CBFb RUNX1 block, HttQ103 aggreg, KinaseGlo FLuc, NPSR antagonist, IMPase Li cell
- NC(CO)C12CC3CC(CC(C3)C1)C2 (configuration not stated)
 : 2.3%, -5%, 8%, -16%[9.22 µM], /, 14%, /
- S=C(c1ccccc1)N1CCCc2ccccc21
 : -4.2%, -11%, -4%, -1%, 12%, -16%, 11%
- c1cncc(-c2cncnc2-n2ccnc2)c1
 : -0.8%, /, /, /, 0%, /, 2%
- CC(C)CNC(=O)Cn1c(=O)c2c(ncn2CC(C)C)n(Cc2ccccc2)c1=O
 : -1.4%, /, 4%, 1%, -7%, -11%, 1%
- CC(C)C(=O)N1N=C2CCCCC2C1(O)C(F)(F)F (configuration not stated)
 : -2.2%, -2%, 21%, -6%, 3%, 12%, -3%
- O=C(Nc1nc(=S)ss1)c1c(F)cccc1F
 : 0.0%, 4%, -3%, -10%, 0%, 1%[46.1 µM], -4%[38.3 µM]
- CCOC(=O)C1=C(C)Nc2ccccc2N=C1NC(=O)Cc1ccc(Br)cc1
 : -0.1%, -1%, 2%, -18%, -2%, 9%, 2%
- O=C(Nc1ccc(S(=O)(=O)NC2=NCCCCC2)cc1)c1ccc(C(F)(F)F)cc1
 : -5.6%, /, 6%, -9%[9.22 µM], /, -17%, /
- COc1ccc(C2CC(C(F)(F)F)n3nc(C(=O)O)c(Cl)c3N2)cc1OC (configuration not stated)
 : -6.5%, -7%, 2%, -5%, -5%, -3%[46.1 µM], -9%[38.3 µM]
- CCOC(=O)C1=C(O)C(Nc2nc3ccccc3s2)(C(F)(F)F)N=C1C (configuration not stated)
 : -1.2%, -5%, 5%, -4%, -3%, -12%[46.1 µM], 18%[38.3 µM]
- O=C(c1ccccc1)c1ccccc1C(=O)N1CCOCC1
 : -1.1%, 2%, 1%, 2%, 2%, -5%[46.1 µM], 10%[38.3 µM]
- Brc1ccc(-c2csc(N/N=C/c3cccnc3)n2)cc1
 : -3.4%, 6%, -14%, 14%, -2%, -21%, 4%
- CCc1ccc(NC(=S)N(Cc2ccc(Cl)cc2)Cc2ccc(C(=O)O)cc2)cc1
 : 1.3%, /, -11%, 3%, 1%, -55%, 11%
- N=C1c2ccccc2CN1NC(=O)CC12CC3CC(CC(C3)C1)C2
 : 0.9%, -4%, -2%, -18%, 1%, 10%, 1%
- CC(NC(=O)c1cccc(Br)c1)c1ccccc1 (configuration not stated)
 : 0.0%, 7%, -4%, /, 0%, -21%, -1%
- Oc1ccc(O)c(Cc2nc3ccccc3[nH]2)c1
 : 1.1%, -18%, -16%, ?, 0%, 5%, 3%
- O=C(CSCc1ccc(Cl)cc1)N/N=C/c1c(Cl)cccc1Cl
 : 0.9%, 5%, 1%, 1%, 0%, -2%, 4%
- O=C(O)CCN1c2ccccc2Sc2ccccc21
 : 0.0%, 1%, -2%, -10%[9.22 µM], /, 36%, /
- CC1CC(C)(C)NC(=S)O1 (configuration not stated)
 : -1.0%&-4.8%, -3%&10%, 2%&-1%, 15%&-2%[9.22 µM], 0%, -17%&5%, 4%
- CCOC(=O)c1ccc(NC(=O)c2cc(OC)c(OC)c(OC)c2Br)cc1
 : 0.0%, 6%, 22%, -1%, -4%, -22%, 0%
- CC(C)CNS(=O)(=O)c1ccc(CCC(=O)N2CCC(C(N)=O)CC2)cc1
 : -3.2%, 6%, 6%, -11%, 2%, -8%, -8%
- C=CCNC(=O)c1ccncc1
 : -2.4%, 3%, 4%, -9%, 2%, 6%[46.1 µM], -22%[38.3 µM]
- Cc1ccc(S(=O)(=O)c2c(C)nn(-c3ccccc3)c2OC(=O)c2ccco2)cc1
 : 2.1%, -1%, -2%, 17%, 7%, -4%, 16%
- CCOc1ccc(C(=O)NC(=S)Nc2ccc(NC(=O)c3ccco3)c(C)c2)cc1[N+](=O)[O-]
 : 4.6%, 12%, -2%, 5%, 1%, -11%[46.1 µM], 9%
- Cc1cc(OCC(=O)Nc2ccc(S(=O)(=O)N3CCN(C)CC3)cc2)cc(C)c1Cl
 : 0.9%, -5%[11.4 µM], 6%, -1%, -1%, 16%[46.1 µM], 59%[activator][38.3 µM]
- O=C(/C=C/c1ccco1)Nc1ccccc1N1CCCC1
 : -1.5%, -16%, -2%, 15%, -4%, -19%, 9%
- FC(F)(F)c1cccc(OCCOCCn2cncn2)c1
 : -0.8%, 11%, 10%, 6%, -1%, -18%[46.1 µM], 14%[38.3 µM]
- O=C(c1ccc([N+](=O)[O-])cc1)N(Cc1ccc(Cl)cc1)N1C(=O)CCCC1=O
 : 0.0%, /, -3%, ?, -1%, -16%[46.1 µM], 23%[38.3 µM]
- N#Cc1ccc(-c2cn(-c3ccccc3)c3[n+]2CCCS3)cc1
 : -1.5%, 6%, 8%, 3%, -1%, -1%, 34%[activator]
- CCn1c(SCc2c(Cl)cccc2Cl)nnc1-c1nn(-c2ccccc2)ccc1=O
 : -1.3%, -5%, -4%, 24%, -3%, -21%[46.1 µM], 1%[38.3 µM]
- O=C(COc1ccc(Br)cc1Br)NC(=O)NC1CCCC1
 : -0.6%, 23%, ?, 13%, -4%, -32%, 6%
- O=c1[nH]c(-c2ccccn2)nc2sc(-c3ccccc3)cc12
 : -0.4%, -9%, 12%, ?, 1%, -47%, 0%
- O=C(c1ccc(F)cc1)N1CCN(C(=O)c2ccc([N+](=O)[O-])cc2)CC1
 : 0.1%, 2%, 1%, -4%[9.22 µM], 1%, 2%, 3%
- CCOC(=O)c1[nH]c(C)c(C(=O)Nc2ccc(C)c(C)c2)c1C
 : 1.7%, 5%, -2%, 6%, 2%, -9%[46.1 µM], 2%[38.3 µM]
- O=C[C@@H]1CCCN1C(=O)[C@@H]1CCCN1C(=O)OCc1ccccc1
 : 0.0%, /, 3%, /, /, /, 11%
- Cc1c(Cl)cccc1NC(=O)Nc1ccc(C(N)=O)cc1
 : 0.9%, /, 1%, -15%, -1%, 3%, -6%
- Cn1ncc2c(N3CCN(c4ccc(Cl)c(Cl)c4)CC3)ncnc21
 : 0.9%, 48%[activator], 1%, 19%, -2%, -7%, 12%
- Cc1cccnc1NC(=S)NC(=O)/C=C/c1ccco1
 : 1.4%, /, ?, ?, -2%, 7%[46.1 µM], 23%[38.3 µM]
- COc1ccccc1CCN=C(N)NS(=O)(=O)c1ccccc1
 : -3.1%, /, 2%, 2%, 5%, 28%, -6%
- CCOc1cccc(C(=O)NCc2ccccc2)c1
 : 1.8%, -2%, 5%, -11%, 2%, -1%, 0%
- CCOC(=O)C1CCCN(c2c(Nc3cc(C)cc(C)c3)c(=O)c2=O)C1 (configuration not stated)
 : -1.2%, /, -2%, 13%, -1%, -8%[46.1 µM], 7%[38.3 µM]
- CC(=O)Nc1ccc(/C=N/NC(=O)c2cc(-c3ccco3)nc3ccccc23)cc1
 : 0.5%, 3%, 0%, 10%[9.22 µM], /, 19%, /
- CCn1cnc2c1c(=O)n(CC(=O)Nc1cc(C)on1)c(=O)n2Cc1ccccc1
 : -2.4%, 0%, 6%, 5%, 7%, -19%[46.1 µM], -11%[38.3 µM]
- Cc1ccc(NC(=O)/C(=C\c2cccc(Br)c2)NC(=O)c2ccco2)cc1
 : 1.0%, -2%, 4%, 12%, /, -25%[46.1 µM], /
- Cc1ccc(C)c(NC(=O)CSc2nnc(-c3ccncc3)o2)c1
 : 5.8%, 12%, 8%, -22%[9.22 µM], /, 11%, /
- O=C(c1cc2nc(-c3cccs3)cc(C(F)(F)Cl)n2n1)N1CCCc2ccccc21
 : -1.1%, -11%, 8%, ?, 4%, -18%[46.1 µM], 16%
- Cc1cc(C)c(S(=O)(=O)NC(C)C)c(C)c1-n1cnnn1
 : -0.1%, 5%, 3%, -12%[9.22 µM], 4%, -9%, 6%
- Cc1cccc(NC(=O)CSc2nnc(CCNC(=O)OC(C)(C)C)o2)c1C
 : 1.1%, 8%, 6%, -7%[9.22 µM], /, 2%, /
- COc1ccc(/C=C/C2=CC(C)(C)NC(=S)N2)c(OC)c1
 : 12%, ?, 6%, 11%[9.22 µM], 2%, -17%, -1%
- Cc1cccc(NCc2ccc(O)c3ncccc23)c1
 : 12%, ?, ?, -2%[9.22 µM], 1%, -17%, 13%
- Cc1cccc(NC(=S)NC23CN4CN(CN(C4)C2)C3)c1
 : -5.8%, 7%, 14%, ?, 1%, 3%, 3%
- CCOCCCn1c(=S)[nH]c2cc(C(=O)N3CCC(C(N)=O)(N4CCCCC4)CC3)ccc2c1=O
 : 0.1%, /, -7%, 0%, -1%, -2%, -2%
- CCOc1cc(/C=C2\N=C(SCC)SC2=O)cc([N+](=O)[O-])c1OC(C)=O
 : 0.0%, -23%, ?, -20%, -11%, -19%[46.1 µM], 2%[38.3 µM]
- COc1ccccc1NC(=S)N(CCc1nc2cc(C)c(C)cc2[nH]1)Cc1cccnc1
 : -1.3%, -1%, -1%, 24%, -3%, -15%[46.1 µM], -1%[38.3 µM]
- CCS(=O)(=O)Nc1ccc(C2=NN(S(C)(=O)=O)C(c3cccs3)C2)cc1 (configuration not stated)
 : 2.6%, 6%, 2%, 2%[9.22 µM], 0%, -7%, -3%
- O=C(c1cn(-c2ccccc2)nc1-c1ccccc1)n1nnc2ccccc21
 : 1.4%, /, 4%, ?, 2%, -10%[46.1 µM], 26%[38.3 µM]
- CC1(C)Cc2ccccc2-c2nnc(SCC(=O)N3CCN(c4ccccc4)CC3)n21
 : 2.0%, /, 5%, -5%, -6%, -11%[46.1 µM], 29%[38.3 µM]
- COc1ccc(OCC(=O)NC(=S)N2CCCc3ccccc32)cc1
 : 0.0%, /, ?, ?, -5%, -11%[46.1 µM], 9%[38.3 µM]
- Cc1cccc(NC(=O)Cn2cccc2)c1
 : 1.3%, -5%, -5%, -6%, -1%, -5%[46.1 µM], -6%[38.3 µM]
- CCn1nc(C)c(/C=N/NC(=O)Cn2nccc2C)c1C
 : -1.0%, 3%, 1%, 4%, -4%, 24%, -5%
